Screens: PubChem BioAssay, several laboratories
UBC9 SUMO inh: inhibitors of in vitro SUMOylation cascade, primary screen, biochemical, HTRF, uHTS | HTRF SUMOylation assay, SAE1/SAE2 + UBC9 | inhibition, % at 35 µM | 290,000 compounds, 0.36% hits | AID 2006, 2009; in the data active = inhibition above about 50%, passing the limit was not always enough; also: strong numbers were not always called active
MEKK2 mut-MEK5: MEK5 binding signal on mutant MEKK2 PB1, primary screen, biochemical, multiplex bead flow cytometry, Alexa488-MEK5; percent response, % at 10 µM; 290,000 compounds, 0.35% hits; Alexa488-MEK5 binding to MEKK2 mutant; AID 1530, 2009; in the data active = percent response above about 24%, passing the limit was not always enough; also: inactives centre near 1; some results filed as inactive read as strong as hits; reference of the scale not given here
NALP1 inh: NALP1 inflammasome inhibitors in reconstituted yeast, colorimetric, S. cerevisiae, triplicate retest | S. cerevisiae NALP1/ASC/caspase-1 growth, X-gal OD620, 72 h | inhibition, % at 10 µM | 280,000 compounds, 0.61% hits; in the data active = inhibition mostly above about 24%, no sharp cut-off; inactive = mostly below about 32%; also: some compounds called inactive have numbers as strong as hits
IDE act: human IDE activators in live cells, primary screen, fluorescence polarization, HEK cells, FAbeta-B substrate | activation, % at 5.96 µM | 340,000 compounds, 0.073% hits | FAbeta-B cleavage; 0% vehicle, 100% cell-free pure enzyme wells | Insulin-degrading enzyme (Homo sapiens), P14735;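 active = activation above the mean of all tested compounds plus 3 SD, set per screening campaign, cut at about 17% in these data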
Target sequence (P14735 whole entry, looked up): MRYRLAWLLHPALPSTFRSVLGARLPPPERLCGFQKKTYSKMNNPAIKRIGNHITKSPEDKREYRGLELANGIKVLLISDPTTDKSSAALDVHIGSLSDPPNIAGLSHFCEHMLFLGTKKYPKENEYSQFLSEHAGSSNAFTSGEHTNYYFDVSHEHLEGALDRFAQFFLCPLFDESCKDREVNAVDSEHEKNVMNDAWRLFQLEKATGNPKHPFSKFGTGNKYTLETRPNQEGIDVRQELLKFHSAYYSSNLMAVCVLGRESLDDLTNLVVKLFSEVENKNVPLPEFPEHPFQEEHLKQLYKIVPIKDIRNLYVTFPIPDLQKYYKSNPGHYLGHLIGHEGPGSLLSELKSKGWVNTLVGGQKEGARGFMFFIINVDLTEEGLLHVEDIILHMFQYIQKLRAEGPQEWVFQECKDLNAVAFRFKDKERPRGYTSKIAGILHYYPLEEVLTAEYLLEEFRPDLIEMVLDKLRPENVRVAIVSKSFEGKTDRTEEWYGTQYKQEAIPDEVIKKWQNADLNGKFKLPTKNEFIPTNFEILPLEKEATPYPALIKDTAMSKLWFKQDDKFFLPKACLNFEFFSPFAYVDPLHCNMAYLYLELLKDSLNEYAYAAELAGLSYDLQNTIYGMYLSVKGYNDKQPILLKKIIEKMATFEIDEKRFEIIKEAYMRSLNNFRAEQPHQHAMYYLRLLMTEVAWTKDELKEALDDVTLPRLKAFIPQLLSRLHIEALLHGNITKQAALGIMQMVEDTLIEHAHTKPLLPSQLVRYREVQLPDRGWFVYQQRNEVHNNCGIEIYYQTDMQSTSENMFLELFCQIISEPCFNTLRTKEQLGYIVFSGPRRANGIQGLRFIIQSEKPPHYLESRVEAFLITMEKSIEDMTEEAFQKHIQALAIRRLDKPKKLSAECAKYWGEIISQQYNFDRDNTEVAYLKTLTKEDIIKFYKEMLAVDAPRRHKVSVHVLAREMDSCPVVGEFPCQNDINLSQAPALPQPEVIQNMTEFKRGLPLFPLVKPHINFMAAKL
MEKK2wt PB1 HTS: modulators of MEK5 binding to wildtype MEKK2, primary screen, biochemical, multiplex bead flow cytometry, Alexa488-MEK5. Mitogen-activated protein kinase kinase kinase 2 (Homo sapiens), Q9Y2U5. Alexa488-MEK5 binding to MEKK2 WT; actives lie on both sides. binding response (% of control), % at 10 µM. 290,000 compounds, 1.1% hits; in the data active = binding response below about 67% or above about 130%
pCIP destab: p/CIP-EGFP fusion destabilizers, primary screen, fluorescence, F442A cells; decrease of EGFP signal, % at 10 µM; 290,000 compounds, 0.01% hits; 16 h; Q05BA5;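 active = EGFP signal decrease of at least 30% at 10 µM or well 3 SD below plate mean, unless failing retest; inactive = the rest, including hits failing retest or dose response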; also: some compounds called inactive have numbers as strong as hits; many of its hits are not listed in these tables
PfM18AAP inh: PfM18AAP inhibitors, malaria aminopeptidase, primary screen, biochemical, QFRET, recombinant enzyme; M18 aspartyl aminopeptidase (Plasmodium falciparum 3D7); H-Glu-NHMec fluorogenic cleavage; inhibition, % at 7.35 µM; 290,000 compounds, 1.2% hits; AID 1822, 2009;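 active = inhibition above the campaign mean inhibition over all tested compounds plus 3 SD, cut at about 28% in these data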;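 also: 0% = plate median of test compound wells and 100% = 2 mM ZnCl2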
MEKK3 PB1 HTS: modulators of MEKK3-MEK5 PB1 binding, primary screen, biochemical, wildtype MEKK3, multiplex bead flow cytometry, Alexa488-MEK5; bead-based flow cytometry, Alexa488-MEK5 binding to MEKK3; actives lie on both sides; 0 = blocked by unlabeled MEK5, 100 = vehicle; binding response (% of control), % at 10 µM; Mitogen-activated protein kinase kinase kinase 3 (Homo sapiens), Q99759; 290,000 compounds, 1.4% hits;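 active = binding response more than 3 SD above or below the average of its plate-row segment, actives on both sides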;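 also: Alexa488 bead fluorescence after subtracting the streptavidin-only scavenger bead signal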
IDE inh: human IDE inhibitors in live cells, primary screen, fluorescence polarization, HEK cells, FAbetaB substrate; Insulin-degrading enzyme (Homo sapiens), P14735; FAbetaB cleavage; inhibition, % at 5.59 µM; 320,000 compounds, 0.41% hits;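 active = percent inhibition above the average of all tested compounds plus 3 SD, set per screening campaign, cut at about 16% in these data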;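 also: IDE supplied by intact live HEK cells; FP after avidin binding of uncleaved biotin substrate so inhibition keeps polarization high; 0% = DMSO wells and 100% = 60 µM reference IDE inhibitor Ii1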
Numbers without * were called inactive. These rows are one share of the data; count on the stated rates, not on these rows.

`COc1ccc(CNC(=O)CN(CC2CCCO2)C(=O)CNS(=O)(=O)c2ccc(F)cc2)cc1` (stereo not drawn) gave UBC9 SUMO inh -12, MEKK2 mut-MEK5 -5, NALP1 inh -11, IDE act 2, MEKK2wt PB1 HTS 93, pCIP destab 2, PfM18AAP inh -2 and MEKK3 PB1 HTS 98.
`CCOC(=O)C1CCCN(C(=O)c2c(-c3ccccc3Cl)noc2C)C1` (stereo not drawn) gave UBC9 SUMO inh 13, MEKK2 mut-MEK5 -1, NALP1 inh 5, IDE act 5, MEKK2wt PB1 HTS 99, pCIP destab -20, PfM18AAP inh -8, MEKK3 PB1 HTS 92 and IDE inh 4.
For COc1ccc2nc(SCC(=O)NCc3ccc4c(c3)OCO4)[nH]c2c1 the results were UBC9 SUMO inh 7, MEKK2 mut-MEK5 -3, NALP1 inh 12, IDE act 8, MEKK2wt PB1 HTS 93, pCIP destab -4, PfM18AAP inh 3, MEKK3 PB1 HTS 92 and IDE inh 5.
For Cc1ccc(N2C(=O)Cc3ccccc3C2=O)cc1 the results were UBC9 SUMO inh 27, MEKK2 mut-MEK5 5, NALP1 inh 15, IDE act 0, MEKK2wt PB1 HTS 106, pCIP destab -8, PfM18AAP inh -10, MEKK3 PB1 HTS 107 and IDE inh -2.
COc1cccc(C2=NOC(C(=O)Nc3cc(C)nn3-c3ccccc3)C2)c1OC (stereo not drawn) was read as UBC9 SUMO inh 30, MEKK2 mut-MEK5 8, NALP1 inh 14, IDE act -4, MEKK2wt PB1 HTS 112, pCIP destab -9, PfM18AAP inh 2, MEKK3 PB1 HTS 110 and IDE inh 0.
Screening O=C(N/N=C/c1ccccc1O)/C(=C/c1ccccc1)CCO returned UBC9 SUMO inh 12, MEKK2 mut-MEK5 0, NALP1 inh 38, IDE act 4, MEKK2wt PB1 HTS 100, pCIP destab -2, PfM18AAP inh 1, MEKK3 PB1 HTS 108 and IDE inh 8.
`Cc1ccc(S(=O)(=O)N(CC(=O)N2CCOCC2)c2ccc(Br)cc2)cc1` gave UBC9 SUMO inh 10, MEKK2 mut-MEK5 -1, NALP1 inh 14, IDE act 1, MEKK2wt PB1 HTS 93, pCIP destab -7, PfM18AAP inh -6, MEKK3 PB1 HTS 96 and IDE inh -1.
Screening Cc1nc2ccccc2c(=O)n1NC(=O)COc1ccccc1 returned UBC9 SUMO inh 8, MEKK2 mut-MEK5 -10, NALP1 inh -3, IDE act 2, MEKK2wt PB1 HTS 102, pCIP destab -1, PfM18AAP inh -6, MEKK3 PB1 HTS 83 and IDE inh 0.
`CC1(C)c2[nH]c3ccccc3c2C[C@@H]2C(=O)N(Cc3ccccc3Cl)C(=O)N21` gave MEKK2 mut-MEK5 -2, IDE act -2, MEKK2wt PB1 HTS 99, MEKK3 PB1 HTS 105 and IDE inh 0.
`CCOc1ccccc1N(C)C(=O)CCS(=O)(=O)c1ccc2c(c1)NC(=O)C(C)S2` (stereo not drawn) gave UBC9 SUMO inh -1, MEKK2 mut-MEK5 2, NALP1 inh -8, IDE act 3, MEKK2wt PB1 HTS 102, pCIP destab -2, PfM18AAP inh 4, MEKK3 PB1 HTS 102 and IDE inh 4.
CCOC(=O)c1cc(C)n(-c2c(C)n(C)n(-c3ccccc3)c2=O)c1C was read as UBC9 SUMO inh 4, MEKK2 mut-MEK5 11, NALP1 inh 1, IDE act -2, MEKK2wt PB1 HTS 105, pCIP destab -2, PfM18AAP inh 2, MEKK3 PB1 HTS 103 and IDE inh 3.
`O=S(=O)(N/N=C\c1ccc(-c2ccccc2Cl)o1)c1ccccc1` gave UBC9 SUMO inh 9, MEKK2 mut-MEK5 3, NALP1 inh -37, IDE act -3, MEKK2wt PB1 HTS 103, pCIP destab -7, PfM18AAP inh 6, MEKK3 PB1 HTS 113 and IDE inh 9.
`CCN1C(=O)/C(=C\c2ccc(F)cc2)N=C1SCC(=O)NCc1ccco1` gave UBC9 SUMO inh 9, MEKK2 mut-MEK5 -5, NALP1 inh 27, IDE act 6, MEKK2wt PB1 HTS 95, pCIP destab 0, PfM18AAP inh -4, MEKK3 PB1 HTS 91 and IDE inh -2.
N/C(=N\OC(=O)Cc1ccccc1[N+](=O)[O-])c1ccncc1 was read as UBC9 SUMO inh -4, MEKK2 mut-MEK5 3, NALP1 inh 15, IDE act 5, MEKK2wt PB1 HTS 108, pCIP destab -3, PfM18AAP inh 2, MEKK3 PB1 HTS 107 and IDE inh -3.
Screening CCC(C(=O)NCCc1ccccc1OC)n1nc(C)c2c(C)n(-c3ccccc3)nc2c1=O (stereo not drawn) returned UBC9 SUMO inh 5, MEKK2 mut-MEK5 1, NALP1 inh 0, IDE act 7, MEKK2wt PB1 HTS 100, pCIP destab -8, PfM18AAP inh 4, MEKK3 PB1 HTS 101 and IDE inh -4.

For convenience, some entries already given:
`COc1ccc(CNC(=O)CN(CC2CCCO2)C(=O)CNS(=O)(=O)c2ccc(F)cc2)cc1` (stereo not drawn) gave UBC9 SUMO inh -12, MEKK2 mut-MEK5 -5, NALP1 inh -11, IDE act 2, MEKK2wt PB1 HTS 93, pCIP destab 2, PfM18AAP inh -2 and MEKK3 PB1 HTS 98.
`CCOC(=O)C1CCCN(C(=O)c2c(-c3ccccc3Cl)noc2C)C1` (stereo not drawn) gave UBC9 SUMO inh 13, MEKK2 mut-MEK5 -1, NALP1 inh 5, IDE act 5, MEKK2wt PB1 HTS 99, pCIP destab -20, PfM18AAP inh -8, MEKK3 PB1 HTS 92 and IDE inh 4.
For COc1ccc2nc(SCC(=O)NCc3ccc4c(c3)OCO4)[nH]c2c1 the results were UBC9 SUMO inh 7, MEKK2 mut-MEK5 -3, NALP1 inh 12, IDE act 8, MEKK2wt PB1 HTS 93, pCIP destab -4, PfM18AAP inh 3, MEKK3 PB1 HTS 92 and IDE inh 5.

Later entries.
Screening CSc1n[nH]c(N)c1S(=O)(=O)c1ccc(Cl)cc1 returned UBC9 SUMO inh 7, MEKK2 mut-MEK5 1, NALP1 inh -2, IDE act -1, MEKK2wt PB1 HTS 101, pCIP destab 6, PfM18AAP inh 4, MEKK3 PB1 HTS 100 and IDE inh 0.
Screening Cc1cccc(C(=O)NC2CCN(S(=O)(=O)c3ccccc3F)CC2)c1 returned UBC9 SUMO inh -5, MEKK2 mut-MEK5 -1, NALP1 inh 22, IDE act 3, MEKK2wt PB1 HTS 96, pCIP destab -8, PfM18AAP inh -10, MEKK3 PB1 HTS 91 and IDE inh -7.
`CNC(=O)/C(C#N)=C/c1c(N2CCN(C)CC2)nc2c(C)cccn2c1=O` gave UBC9 SUMO inh 6, MEKK2 mut-MEK5 4, NALP1 inh 26, IDE act 3, MEKK2wt PB1 HTS 105, pCIP destab -3, PfM18AAP inh -3, MEKK3 PB1 HTS 103 and IDE inh -1.
COC(=O)c1cc(NC(=O)c2cc(-c3ccc(C(F)(F)F)cc3)oc2C(F)(F)F)ccc1N1CCOCC1 was read as UBC9 SUMO inh 0, MEKK2 mut-MEK5 -3, IDE act -4, MEKK2wt PB1 HTS 93, pCIP destab 4, PfM18AAP inh 3, MEKK3 PB1 HTS 98 and IDE inh 4.
For O=C(Nc1cc(Cl)cc(Cl)c1)c1coc(=O)c(Br)c1 the results were UBC9 SUMO inh 3, MEKK2 mut-MEK5 -20, NALP1 inh -5, IDE act 3, MEKK2wt PB1 HTS 83, pCIP destab -10, PfM18AAP inh 6, MEKK3 PB1 HTS 92 and IDE inh -3.
`CCCC1(c2ccccc2)NC(=O)N(CC(=O)c2[nH]c(C)c(C(=O)OCC)c2C)C1=O` (stereo not drawn) gave UBC9 SUMO inh -1, MEKK2 mut-MEK5 -8, NALP1 inh 20, IDE act 3, MEKK2wt PB1 HTS 87, pCIP destab -6, PfM18AAP inh 5, MEKK3 PB1 HTS 90 and IDE inh 3.
For Cc1ccc(S(=O)(=O)Nc2cc(NC(=O)CN3CCOCC3)ccc2Cl)cc1 the results were UBC9 SUMO inh 8, MEKK2 mut-MEK5 0, NALP1 inh -24, IDE act 1, MEKK2wt PB1 HTS 104, pCIP destab -11, PfM18AAP inh 4, MEKK3 PB1 HTS 104 and IDE inh 6.
O=C(COC(=O)CNC(=O)C1CCCCC1)Nc1ccc2c(c1)OCCO2 was read as UBC9 SUMO inh 2, MEKK2 mut-MEK5 7, NALP1 inh -8, IDE act 3, MEKK2wt PB1 HTS 106, pCIP destab 2, PfM18AAP inh -2, MEKK3 PB1 HTS 103 and IDE inh -3.
Cc1ccccc1CNS(=O)(=O)c1c(C)[nH]c(C)c1C(=O)N1CCCCC1 was read as UBC9 SUMO inh 8, MEKK2 mut-MEK5 3, NALP1 inh -6, IDE act 0, MEKK2wt PB1 HTS 106, pCIP destab -57, PfM18AAP inh 9, MEKK3 PB1 HTS 103 and IDE inh 2.
Screening CC(=O)Nc1ccc(S(=O)(=O)N(C2=NCC(C)S2)c2ccccc2)cc1 (stereo not drawn) returned UBC9 SUMO inh -7, MEKK2 mut-MEK5 -2, NALP1 inh 9, IDE act -5, MEKK2wt PB1 HTS 98, pCIP destab -14, PfM18AAP inh -7, MEKK3 PB1 HTS 100 and IDE inh 5.
Screening Cc1ccc(C(=O)OCC(=O)Nc2sc3c(c2C#N)CCC3)cc1 returned UBC9 SUMO inh 5, MEKK2 mut-MEK5 0, NALP1 inh 8, IDE act 3, MEKK2wt PB1 HTS 107, pCIP destab -4, PfM18AAP inh 2, MEKK3 PB1 HTS 104 and IDE inh -10.
Screening CCC(C)(C)NC(=O)CN(Cc1ccc2c(c1)OCO2)C(=O)CCC(=O)Nc1cc(C)ccn1 returned UBC9 SUMO inh -6, MEKK2 mut-MEK5 -2, NALP1 inh 8, IDE act -5, MEKK2wt PB1 HTS 97, pCIP destab 11, PfM18AAP inh 3, MEKK3 PB1 HTS 103 and IDE inh -2.
Screening CCOC(=O)c1c(NC(=O)COC(=O)c2c(C)noc2C)sc2c1CCC2 returned UBC9 SUMO inh 20, MEKK2 mut-MEK5 1, NALP1 inh 15, IDE act -2, MEKK2wt PB1 HTS 97, pCIP destab -14, PfM18AAP inh 0, MEKK3 PB1 HTS 99 and IDE inh -3.
For O=C(COC(=O)c1cccs1)Nc1cccc(S(=O)(=O)NC2=NCCCCC2)c1 the results were UBC9 SUMO inh 1, MEKK2 mut-MEK5 -4, NALP1 inh 8, IDE act 1, MEKK2wt PB1 HTS 95, pCIP destab -4, PfM18AAP inh 6, MEKK3 PB1 HTS 98 and IDE inh -4.
Screening O=C(OCc1cccs1)c1ccccc1NS(=O)(=O)c1ccc2c(c1)OCCO2 returned UBC9 SUMO inh -3, MEKK2 mut-MEK5 1, NALP1 inh -16, IDE act 4, MEKK2wt PB1 HTS 101, pCIP destab -15, PfM18AAP inh -19, MEKK3 PB1 HTS 102 and IDE inh -2.
Screening Cc1cc(C)c(OCC(=O)N2CC=C(c3ccccc3)CC2)c(C)c1 returned UBC9 SUMO inh 8, MEKK2 mut-MEK5 2, NALP1 inh 14, IDE act 3, MEKK2wt PB1 HTS 104, pCIP destab -1, PfM18AAP inh -10, MEKK3 PB1 HTS 100 and IDE inh -2.
